# Source: PubChem BioAssay (several laboratories)
# ABCB6 inh MLPCN: ABCB6 transporter inhibitors, primary screen, K562-ABCB6 cells, flow cytometry, MLPCN library | fluorescence ratio to DMSO, % at 10 µM | K562-ABCB6 porphyrin accumulation, 1 h; hits give low values | ATP-binding cassette sub-family B member 6 (Homo sapiens), Q9NP58 | hit rate 0.19% among 360,000;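 active = fluorescence ratio to DMSO below 75%, the collection mean minus 3 SD; inconclusive = too few cells collected in the well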;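 also: signal is porphyrin accumulated inside mitochondria; 100% equals median channel fluorescence of DMSO control wells; lower ratio means ABCB6 inhibition with less porphyrin fluorescence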
# Vif imaging: HIV Vif self-association inhibitors, primary screen, imaging, HEK293T, single point; HEK293T cells, Vif self-association by quenched fluorescence, 24 h; inhibition, % at 7.49 µM; hit rate 0.35% among 340,000; in the data active = inhibition above about 50%, passing the limit was not always enough; inconclusive = no clear call, values can overlap the other calls; inactive = below about 31%; also: some results filed as inactive read as strong as hits
# iPSC survival up: enhancers of single-cell hiPSC survival, primary screen, ATPlite luminescence | 100% = ROCK inhibitor wells, 0% = DMSO | survival enhancement, % at 20 µM | hit rate 0.044% among 360,000; in the data active = survival enhancement above about 18%;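 also: cells exposed to compounds for 16 hours before the ATP read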
# N-glyco inh: increase of ERlucT glycosylation luciferase signal, primary screen, N-linked glycosylation inhibitor project, D54 ERlucT cells, luminescence, set 2; D54 ERlucT glycosylation luciferase reporter, 24 h; percent of 100 nM tunicamycin response; AID 588692, 2011; reporter increase, % at 12.5 µM; hit rate 0.23% among 360,000;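 active = mean luciferase reporter signal, scaled so untreated is 0 and the glycosylation-blocking control 100, at or above a set limit in every replicate; inconclusive = mean reaches the limit but not every replicate does; inactive = mean below the limit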;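 also: luciferase carries N-glycosylation sites so blocking glycosylation raises the light; 0% = median of neutral control wells and 100% = median of 100 nM tunicamycin wells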
# Granule exo inh: LAMP-1 surface exposure blockers, TALL-104 cells – cell-based, flow cytometry, MLPCN library, primary screen; AID 651702, 2012; hit rate 0.66% among 360,000; inhibition, % at 10 µM; TALL-104 LAMP-1 surface exposure; cells stimulated with thapsigargin and PMA;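 active = inhibition above about 55%, limit read from the data; inconclusive = no clear call, values can overlap the other calls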
# aDG glyco up: activators of alpha-DG glycosylation, primary screen, uHTS, Pro5-aDG cells, AlphaScreen; alpha-DG glycosylation AlphaScreen (IIH6); 0% Pro5, 100% B10-LARGE cell signal; activation, % at 10 µM; hit rate 0.22% among 360,000; AID 624168, 2012;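 active = activation of at least 8% versus controls, or a plate z-score of at least 8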;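 also: Pro5 are CHO cells carrying HIG-tagged alpha-DG that lacks glycosylation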
# m5-HT2A agonist: mouse Htr2a agonists via beta-arrestin recruitment, primary screen, cell-based, luminescence; CHO-K1 mHTR2A beta-arrestin complementation; percent of 30 µM serotonin response; activation, % at 7.6 µM; hit rate 0.66% among 360,000; AID 624169, 2012;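 active = activation above a run cutoff, the mean activation of all tested compounds plus 3 SD, cut at about 14% in these data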;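 also: 0% = plate median of compound wells and 100% = 30 µM serotonin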
# Target sequence (P35363 whole entry, looked up): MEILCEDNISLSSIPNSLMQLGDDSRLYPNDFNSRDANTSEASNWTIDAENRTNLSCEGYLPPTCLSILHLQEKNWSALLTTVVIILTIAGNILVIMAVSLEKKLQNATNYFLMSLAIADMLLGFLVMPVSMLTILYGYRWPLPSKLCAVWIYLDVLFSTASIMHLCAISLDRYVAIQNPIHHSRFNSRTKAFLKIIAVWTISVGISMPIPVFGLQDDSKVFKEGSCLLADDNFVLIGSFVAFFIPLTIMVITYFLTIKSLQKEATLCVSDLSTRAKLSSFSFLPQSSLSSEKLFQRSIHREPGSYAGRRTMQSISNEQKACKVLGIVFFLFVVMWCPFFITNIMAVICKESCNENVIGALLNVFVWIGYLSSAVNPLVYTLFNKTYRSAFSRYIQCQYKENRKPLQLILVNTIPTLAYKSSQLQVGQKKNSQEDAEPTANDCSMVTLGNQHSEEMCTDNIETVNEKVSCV
# Cardio protect: cardioprotection against H2O2-induced cell death, primary screen, uHTS, H9c2 cells, ATPLite luminescence; protection from H2O2 cell death, % at 20 µM; hit rate 0.63% among 360,000; H9c2 cardiomyocytes, H2O2 injury protection, 2 h;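 active = compounds giving at least 50% protection of heart cells from peroxide-induced death in the single-dose screen, raw or plate-pattern-corrected value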;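 also: 0% = DMSO wells with peroxide and 100% = DMSO wells without peroxide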
# CaV13 FRET inh: Primary screen for inhibitors of IQ motif and Ca2+-dependent inactivation inhibitor domain binding in CACNA1D, Förster resonance energy transfer in living cells, …; AID 743397; HEK cells, CFP/YFP FRET ICDI-IQ, plate reader, 10 min; percent FRET-ratio fall versus neutral wells; inhibition, % at 12.3 µM; hit rate 0.098% among 340,000;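 active = mean replicate inhibition of at least 30% and at least 1% of replicates passing that level; inconclusive = only one of the two criteria is met; inactive = neither criterion is met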;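 also: 0% = median of the neutral control wells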
# PDI inh: inhibitors of human PDI, primary screen, biochemical, turbidity, single point, plate reader; Protein disulfide-isomerase (Homo sapiens), P07237; PDI insulin aggregation turbidity, A650, 90 min; inhibition, % at 10 µM; hit rate 0.052% among 350,000;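 active = mean inhibition across replicates of 30% or more, whatever share of single replicates reach that level; inconclusive = mean inhibition below 30% while every single replicate reaches 30%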;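 also: absorbance from insulin aggregation driven by PDI reduction with DTT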
# Target sequence (P07237 whole entry, looked up): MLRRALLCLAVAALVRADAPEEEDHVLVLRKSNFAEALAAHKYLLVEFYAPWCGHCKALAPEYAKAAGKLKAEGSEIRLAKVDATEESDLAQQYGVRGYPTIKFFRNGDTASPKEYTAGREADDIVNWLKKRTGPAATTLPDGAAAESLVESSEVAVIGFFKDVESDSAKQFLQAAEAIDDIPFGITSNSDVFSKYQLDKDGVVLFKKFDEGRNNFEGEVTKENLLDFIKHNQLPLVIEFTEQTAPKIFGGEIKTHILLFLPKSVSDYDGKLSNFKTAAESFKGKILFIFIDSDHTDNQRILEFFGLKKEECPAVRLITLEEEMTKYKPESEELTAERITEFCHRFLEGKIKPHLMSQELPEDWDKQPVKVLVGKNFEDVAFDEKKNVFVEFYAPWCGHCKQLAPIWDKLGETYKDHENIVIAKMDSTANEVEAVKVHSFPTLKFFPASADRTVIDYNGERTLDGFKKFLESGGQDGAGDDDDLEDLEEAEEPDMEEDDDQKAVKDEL
# An asterisk follows results filed as active; ? = inconclusive; nt = not tested or not shown.
SMILES,ABCB6 inh MLPCN,Vif imaging,iPSC survival up,N-glyco inh,Granule exo inh,aDG glyco up,m5-HT2A agonist,Cardio protect,CaV13 FRET inh,PDI inh
CC(C)C(c1nnnn1Cc1ccc(F)cc1)N1CCSCC1 (centres undefined),100,1,-0.4,-1,-4,-0.1,7,-3,-5,-1
COc1ccc(C)cc1NC(=O)CCCN1C(=O)C2CC=CCC2C1=O (centres undefined),98,-2,-0.4,2,0,-0.4,10,1,-8,-6
O=[N+]([O-])c1cccc(-c2nc(-c3ccncc3)no2)c1,100,-13,0.9,2,0,0.1,1,8,-5,11
COc1ccc(C(C)=O)cc1CN1C(=O)C(Cc2ccccc2)ON=C1c1ncccc1C (centres undefined),108,1,-2.4,-1,21,0.0,-2,12,11,-7
O=C(NNS(=O)(=O)c1ccccc1)c1ccncc1,99,7,-0.6,-7,1,0.3,3,6,nt,-1
CCOC(=O)C(NC(C)=O)C(=O)Nc1ccc(C(C)(C)C)cc1 (centres undefined),100,7,-2.9,0,-2,-0.4,-4,7,-5,-16
Cc1onc(-c2ccccc2Cl)c1C(=O)NCc1ccc(F)cc1,104,5,-0.9,0,1,-0.1,0,-10,-6,-4
COc1cccc(NC(=O)Nc2ccncc2)c1,98,11,-0.5,-2,3,1.3,-1,1,-7,5
O=S(=O)(/C=C/c1ccccc1)N1CCN(c2nc(-c3cccnc3)nc3ccccc23)CC1,105,13,-0.8,-2,-2,0.8,5,0,-7,-10
CN(C)CCNC(=O)C(=O)NCC1OCCN1S(=O)(=O)c1cc(F)ccc1F (centres undefined),93,3,0.1,2,3,-0.2,-3,-1,-5,8
O=C(NCC1(c2ccccc2)CCCC1)c1ccc(Br)cc1,100,3,-1.9,-1,-2,0.1,-1,2,-19,-1
CC(NC(=O)c1ccncc1)c1ccc(Cl)cc1Cl (centres undefined),101,0,-0.8,-3,-8,0.3,0,-6,-20,-32
Cc1ccc(CN2CCCNC2=O)cc1,97,-15,5.6,0,-2,0.0,1,5,-5,-2
Cc1cc(C)cc(OCC(=O)OCC(=O)Nc2c(C)n(C)n(-c3ccccc3)c2=O)c1,100,-4,-0.5,2,-2,0.8,0,-2,3,-5
Cc1ccc(C)c(C(=O)OCC(=O)Nc2cccc(S(=O)(=O)N3CCCCC3)c2)c1,92,18,-1.9,-1,6,2.1,0,-24,-18,0
CN(/N=C/c1ccc2c(c1)OCO2)c1nc(N2CCOCC2)nc(N2CCOCC2)n1,98,-5,-0.6,-2,0,0.2,-1,12,5,-6
O=C(NCc1ccccc1)c1ccc(NC(=O)C2CCCCC2)cc1,100,nt,0.1,-4,-2,0.0,-2,2,-4,3
CCOc1ccc2ccccc2c1C(=O)N1CCN(c2ccccc2)CC1,104,7,0.4,12,6,0.0,-4,1,-7,6
O=C(O)c1ccc(Sc2nnnn2-c2ccccc2)c([N+](=O)[O-])c1,86,-14,-1.2,0,1,0.0,3,7,-4,-5
COc1ccc(NC(=O)CCN2CCN(c3ccccc3F)CC2)c(OC)c1,82,1,-0.3,1,0,0.0,7,-2,-2,3
O=C(NCCC1=CCCCC1)C1CCN(c2nnc(-n3cccc3)s2)CC1,93,-6,-3.3,0,-9,0.0,-6,1,-5,0
COc1ccccc1N1CCN(/N=C/C=C\c2ccco2)CC1,104,2,-1.4,0,-2,-0.4,0,-8,-5,9
COc1ccc(CN2CC[C@H]3C=CCc4cccc(c43)C2)cc1,97,-4,-1.3,1,24,0.1,-1,-11,-12,-10
CCC(CC)C(=O)Nc1cccc(C(=O)N2CCCCCC2)c1,96,4,0.1,0,-3,-0.2,2,4,-8,-4
Nc1nc(Cl)cc(NCCc2ccc(O)cc2)n1,98,-2,0.6,-3,-6,0.2,3,-12,15,18

# Next results follow.
SMILES,ABCB6 inh MLPCN,Vif imaging,iPSC survival up,N-glyco inh,Granule exo inh,aDG glyco up,m5-HT2A agonist,Cardio protect,CaV13 FRET inh,PDI inh
Cc1ccc2cccc(OC(=O)c3ccc4c(c3)OCCO4)c2n1,100,28,2.4,-1,-1,-0.4,2,-7,-5,-16
O=C(OCC(=O)N1CCCC1)c1cnc(Cl)c(Cl)c1,111,6,-2.4,0,-3,0.2,-1,6,-5,5
Cc1c(NC(=O)c2ccc(F)cc2)c(=O)n(-c2ccccc2)n1C,96,-8,0.4,-1,5,-0.1,11,13,-6,0
CC(C)C[C@@H](C(=O)O)N(Cc1cccc(CN([C@@H](CC(C)C)C(=O)O)S(C)(=O)=O)c1)S(C)(=O)=O,99,nt,1.8,2,0,0.2,1,4,-7,-1
c1ccc(-c2ccc(-c3nc(-c4ccncc4)no3)cc2)cc1,106,nt,-1.8,-16,0,0.2,-1,-16,-13,-4
COc1ccc(CNC(=S)N/N=C(/C)c2ccccc2)cc1,96,-7,-0.9,3,0,0.1,-6,-8,-20,6
Cc1noc(C)c1S(=O)(=O)Nc1ccc2c(c1)C(=O)N([C@H](C)CO)C[C@H](C)[C@@H](CN(C)Cc1ccc(C(=O)O)cc1)O2,100,7,-0.1,2,-8,0.0,1,13,-5,-15
CCOC(=O)c1c(-c2ccccc2)csc1NC(=O)/C(C#N)=C/c1ccc(O)c(OC)c1,375,6,-0.4,1,-3,-0.1,-5,15,-6,-1
COc1ccc(CN2CCN(CC=C(C)C)C(CCO)C2)cc1Cn1cccn1 (centres undefined),126,1,3.8,3,8,0.2,-3,12,-6,-7
CC1CC(C)CN(S(=O)(=O)c2cc3c4c(c2)CCC(=O)N4CCC3)C1 (centres undefined),93,-6,-0.2,-1,-4,0.2,2,-11,-6,-18
CCc1nc(Nc2ccccc2OC)c2oc3ccccc3c2n1,97,-2,-0.5,-3,-1,0.2,-5,-5,-3,-1
O=C(OCc1ccccc1)N1CCC2CC1c1ccc(-c3ccc4c(c3)OCO4)cc12 (centres undefined),97,nt,-0.2,3,-2,0.2,-8,-16,-7,5
Cc1ccc(-c2cc(C(=O)N3CCc4ccccc4C3)[nH]n2)cc1C,100,4,0.0,1,-6,0.0,6,-7,-7,8
CCOc1ccc(N2CC(C(=O)OCC(=O)c3ccc(OC)cc3)CC2=O)cc1 (centres undefined),97,-2,-0.5,2,7,-0.2,-2,5,-2,12
Cc1cccc(N(CC(=O)N/N=C/c2ccccc2C(=O)O)S(C)(=O)=O)c1C,103,1,-0.5,0,-2,0.0,1,0,3,8
COc1cccc(-n2c(CNc3ccc(F)cc3)nnc2SCC(N)=O)c1,98,nt,2.1,-1,2,-0.1,4,-1,nt,7
Clc1ccc2nc(CN3CCCc4ccccc43)cn2c1,119,-16,-0.9,-1,-8,-0.1,-3,5,-8,-3
C=CCNc1nc2ccccc2nc1NS(=O)(=O)c1cccs1,99,nt,-1.5,2,-1,0.0,1,-4,nt,-5
Cc1cc(C(=O)COc2ccc(Cl)cc2Br)c(C)n1C,97,-12,-0.6,-1,5,0.1,-1,-10,-9,-5
CCOC(=O)C1(Cc2ccccc2Cl)CCN(C(=O)CCn2ccnc2C)CC1,102,-3,-0.6,0,4,0.0,1,4,-5,4
O=C(CSCc1ccccc1Cl)Nc1c[nH]c(=O)[nH]c1=O,88,0,-1.4,0,2,-0.2,3,-2,-4,2
Cn1cccc1Cc1nnc(SCC(=O)NCCc2ccccc2)n1-c1ccc(F)cc1,105,-3,0.0,2,0,0.1,-4,7,-3,nt
O=c1[nH]c(O)c(/C=C2\C=Nc3ccccc32)[nH]1,106,-10,-0.3,-2,6,0.0,-3,2,-16,1
CCN1C(=O)[C@H]2[C@@H](c3ccc(C)cc3)N3C(=O)N(c4cccc(Cl)c4)C(=O)[C@@]3(C)[C@H]2C1=O,98,nt,1.4,1,6,0.0,6,-2,-10,-5
O=C(CN1CCN(C2CCCCC2)CC1)c1c[nH]c2ccccc12,104,nt,5.9,-1,-5,0.1,1,8,-4,1

# Following part.
SMILES,ABCB6 inh MLPCN,Vif imaging,iPSC survival up,N-glyco inh,Granule exo inh,aDG glyco up,m5-HT2A agonist,Cardio protect,CaV13 FRET inh,PDI inh
Cc1cccc(S(=O)(=O)NNC(=O)c2cc(-c3ccc(F)cc3)nc3ccccc23)c1,88,1,1.0,-1,8,-0.1,13,-1,-2,-4
CN1C(C(=O)NCC2CC2)CC2Cn3c(nc4cc5ccccc5cc43)C21 (centres undefined),101,3,2.1,2,2,0.0,-3,1,-5,1
CCCCCCNc1cc(C)oc(=O)c1C(C)=O,102,2,0.8,3,0,0.1,-1,-2,-1,-1
CC1=C/C(=N\OC(=O)/C=C/c2ccccc2)C(C)=CC1=O,97,0,-2.8,-3,2,0.4,-2,-10,-3,-19
CCOc1ccc(C(=O)Nc2ccc(N3CCN(C(C)=O)CC3)cc2)cc1[N+](=O)[O-],100,3,0.2,1,2,0.3,0,12,-3,2
CC(C)(C)OC(=O)N1Cc2ccccc2C[C@H]1C(=O)NC1CCCC1,85,-6,-0.2,0,-3,0.3,2,0,-4,0
CCC(C)Sc1nc2c(cnn2-c2ccc(C)c(C)c2)c(=O)[nH]1 (centres undefined),97,0,0.0,0,-2,0.0,1,-2,-6,-10
CS(=O)(=O)c1ccc2nc(NC(=O)C3CCCCC3)sc2c1,98,-3,-1.0,-4,-2,-0.4,15*,12,-7,1
COC(=O)c1cccc(Nc2nc(-c3cccnc3)nc3ccccc23)c1,97,-13,-0.3,-2,32,-0.3,-3,51*,-4,-4
Cc1cccc(NC(=S)N(c2ccccc2)C(C)C)c1C,97,10,0.2,0,1,0.0,0,-2,-3,-5
Cc1cc(C)n(C(C)CNC(=O)c2ccc3c(c2)OCO3)n1 (centres undefined),94,?,0.1,0,4,0.0,7,7,-3,4
COC(=O)c1cnn(-c2ccccc2)c1N,99,6,-0.5,0,-3,0.1,2,-3,-5,1
CN(C)CCOCCOc1ccc(Cl)cc1C(C)(C)C,102,-12,-0.4,-4,9,2.4,-10,6,-2,1
CS(=O)(=O)c1ccc(N2CCN(C3CC(=O)NC3=O)CC2)cc1 (centres undefined),110,5,-2.5,2,1,-0.2,-1,2,-2,12
CCN(CC(=O)NCc1cccs1)C(=O)c1ccc(C)o1,103,19,2.1,0,2,0.0,-3,2,-2,-8
c1ccc(-n2ncc3c2ncn2cnnc32)cc1,nt,4,-1.3,1,0,-0.1,1,-1,1,-10
Cc1cccc2cc(CN(CC3CCCO3)C(=O)NC3CCCCC3)c(=O)[nH]c12 (centres undefined),99,68*,1.8,-1,-2,0.0,0,4,-6,-4
COc1cccc(C2CC(=O)Nc3cc(OC)c(OC)cc32)c1 (centres undefined),103,-3,-0.6,1,-2,0.0,-3,6,-3,-2
